GSK3 alpha inh: inhibitors of human GSK-3 alpha kinase | ADP-Glo luminescence, 60 min | inhibition, % at 10 µM | 320,000 tested, 0.1% active;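 in the data active = inhibition above about 50%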;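 also: GST-tagged GSK-3 alpha with peptide substrate and 25 µM ATP; 0% = DMSO neutral wells and 100% = GW8510 positive control wells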
Target sequence (P49840 whole entry, looked up): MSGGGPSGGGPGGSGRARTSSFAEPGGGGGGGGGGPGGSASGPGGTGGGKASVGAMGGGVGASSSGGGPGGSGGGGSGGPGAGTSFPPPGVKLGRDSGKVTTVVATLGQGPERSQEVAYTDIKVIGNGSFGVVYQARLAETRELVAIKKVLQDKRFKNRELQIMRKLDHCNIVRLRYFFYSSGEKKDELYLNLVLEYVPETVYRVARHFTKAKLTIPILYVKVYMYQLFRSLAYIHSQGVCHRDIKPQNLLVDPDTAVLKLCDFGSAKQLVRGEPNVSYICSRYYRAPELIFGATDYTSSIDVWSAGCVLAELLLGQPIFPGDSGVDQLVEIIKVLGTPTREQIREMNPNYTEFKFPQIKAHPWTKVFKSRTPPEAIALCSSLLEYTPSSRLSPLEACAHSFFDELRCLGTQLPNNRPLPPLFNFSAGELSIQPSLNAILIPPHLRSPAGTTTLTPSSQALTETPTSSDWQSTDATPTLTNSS
HSF-1 act: increases HSF-1 driven luciferase reporter signal | NIH3T3-HGL HSF-1 luciferase reporter, MG132, 8 h; 100% = twice DMSO control signal | activation, % at 9 µM | 300,000 tested, 1.7% active | AID 504408;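 active = mean replicate activation of at least 50% with a set share of replicates each reaching 50%; inconclusive = only one of those two conditions met; inactive = mean below 50% and too few replicates reaching it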;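 also: 0% = median of the neutral control wells and 100% = twice that signal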
IEC-6 tox: kills IEC-6 intestinal cells in KLF5 counter-screen | IEC-6 cytotoxicity, luminescence viability | inhibition, % at 5 µM | 290,000 tested, 0.78% active | AID 1825; in the data active = inhibition above about 22%;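 also: 0% = plate median of test compound wells and 100% = cytotoxic reference compound wells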
HIF activator: HIF pathway transcriptional activation; AID 1910; U2OS HRE-luciferase reporter, luminescence; normalized: DMSO 0%, desferrioxamine 100%; 300,000 tested, 0.32% active; activation, % at 7.5 µM (by protocol);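 active = mean activation of at least 10% of the iron chelator positive control signal, with at least half of replicates also reaching 10%; inconclusive = mean and replicate majority disagree about reaching 10%; inactive = mean and most replicates under 10%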
HSF1 inhib: HSF1 inhibition; activity change, negative = inhibition, % at 7.5 µM (by protocol); NIH3T3-HGL HSE-luciferase, MG132-induced, luminescence 8 h; active compounds read low; 300,000 tested, 0.77% active;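 active = more than half of replicate wells show activity change below -50%, luminescence cut by over half; inconclusive = some wells, but at most half, below -50%; inactive = no replicate well below -50%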;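 also: luciferase reports HSF-1 transcriptional activity via heat shock element; 0% = median of DMSO wells and -100% = zero luminescence signal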
aSyn 5UTR inh: MLPCN primary screen, SNCA 5' untranslated region; alpha-synuclein 5'UTR reporter, inhibitor activity; inhibition, % (tested at 7.5 µM); 300,000 tested, 0.82% active; AID 1813; in the data active = inhibition above about 60%; inconclusive = no clear call, values can overlap the other calls;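 also: H4 neuroglioblastoma cells stably carrying SNCA 5'UTR luciferase fusion; 0% = DMSO wells and 100% = positive control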
AI-2 QS mod: modulators of Vibrio harveyi AI-2 quorum sensing system. Vibrio harveyi JMH597 AI-2 luminescence/OD600 ratio, 9 h; active compounds read low; strain lacks LuxN and CqsS sensors; 0 = neutral-control median. activity change, % at 7.5 µM. 300,000 tested, 0.4% active. AID 2094; in the data active = activity change below about -75%, passing the limit was not always enough; inconclusive = no clear call, values can overlap the other calls;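 also: luminescence divided by OD600 gain over 9 h not by final OD600 alone; inactives centre near 13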
GSK3beta inhib: inhibitors of human GSK3beta kinase; GST-GSK3beta kinase, ADP-Glo luminescence, 60 min; active compounds read low; activity score (negative = inhibition), % at 10 µM; 300,000 tested, 0.038% active; P49841;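 active = more than half of replicate wells score below -50%, meaning over 50% inhibition versus plate controls; inconclusive = some replicates but at most half score below -50%; inactive = no replicate scores below -50%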;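 also: 0% = median DMSO wells and -100% = median GW8510 positive control wells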
Target sequence (P49841 whole entry, looked up): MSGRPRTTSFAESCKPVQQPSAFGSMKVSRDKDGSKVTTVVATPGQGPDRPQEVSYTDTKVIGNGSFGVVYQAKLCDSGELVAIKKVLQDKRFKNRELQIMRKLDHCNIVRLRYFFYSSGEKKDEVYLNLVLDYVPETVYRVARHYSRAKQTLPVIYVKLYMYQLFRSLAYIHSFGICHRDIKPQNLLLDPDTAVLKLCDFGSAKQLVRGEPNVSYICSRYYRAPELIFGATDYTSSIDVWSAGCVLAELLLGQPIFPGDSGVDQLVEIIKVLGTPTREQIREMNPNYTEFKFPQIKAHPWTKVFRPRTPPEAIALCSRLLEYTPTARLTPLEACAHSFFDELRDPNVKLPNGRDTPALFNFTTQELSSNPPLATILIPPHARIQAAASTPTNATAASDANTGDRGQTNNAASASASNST
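Assay system: GST-fused GSK3beta enzyme, cell-free / Medium: Tris pH 7.5 buffer with MgCl2, DTT, BSA, heparin / Also added: peptide substrate plus 25 µM ATP (final) / Compound: 10 µM single point / Timing: kinase reaction with compound 60 min at room temperature / Detection: ADP-Glo luminescence / Benchmarks: DMSO neutral wells and GW8510 at 20 µM as positive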
HSP90 inh: inhibitors of HSP90 luciferase refolding in rabbit reticulocyte lysate | luciferase refolding luminescence, 3 h | inhibition, % at 5.6 µM | 290,000 tested, 0.91% active | AID 1789;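 active = inhibition above the screen-wide mean plus 3 SD, computed separately per campaign, cut at about 16% in these data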;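 also: 0% = DMSO wells and 100% = 60 µM geldanamycin wells; inhibitors lower the luminescence because luciferase stays unfolded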
KLF5 inhibitor: suppresses KLF5 promoter-driven expression; DLD-1 KLF5 promoter-luciferase reporter, luminescence; inhibition, % at 5 µM; 290,000 tested, 0.23% active; AID 1700;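 active = inhibition above a per-plate limit of that plate's mean compound inhibition plus 3 SD, cut at about 60% in these data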;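 also: 0% = DMSO wells and 100% = LY294002 at 200 µM; higher means less KLF5 promoter-driven luciferase light; inactives centre near -14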
The depositor's hits bear a star; u = inconclusive; x = not tested or not shown.

Values run as follows: GSK3 alpha inh | HSF-1 act | IEC-6 tox | HIF activator | HSF1 inhib | aSyn 5UTR inh | AI-2 QS mod | GSK3beta inhib | HSP90 inh | KLF5 inhibitor
> O=C(Cc1ccccc1)NCC(=O)N/N=C/c1ccc(C(=O)O)cc1
→ -4 | -5 | -10 | -0.4 | -6 | 2 | 28 | 1 | 2 | -18
> Cc1ccc(S(=O)(=O)N2CCN(S(C)(=O)=O)C2)cc1
→ -3 | -70 | -10 | x | -63* | 15 | 28 | -2 | 0 | -23
> O=C(CNC(=O)c1ccccc1F)N/N=C\C=C\c1ccccc1
→ -1 | -1 | 1 | -0.4 | 5 | 11 | 20 | 1 | -3 | -4
> CC(C)Oc1ccc(C2CC(=O)N(Nc3ccc([N+](=O)[O-])cc3[N+](=O)[O-])C2=O)cc1 (stereo unspecified)
→ 0 | -14 | 1 | -0.6 | -10 | -6 | 16 | -4 | 0 | -39
> O=C(Cn1nnc(-c2cccc(C(F)(F)F)c2)n1)N1CCCCCC1
→ 2 | -13 | -1 | 0.1 | 1 | 11 | 17 | 1 | 3 | 1
> O=S(=O)(/N=C(/c1ccc(F)cc1)N1CCCCC1)c1ccc(Cl)cc1
→ 0 | -5 | 0 | -0.7 | 6 | 12 | 10 | -1 | 2 | -13
> C=CCNC(=O)[C@H]1N2C(=O)c3ccccc3C2SC1(C)C (stereo partly specified)
→ 0 | 14 | -8 | 0.6 | 1 | -14 | 4 | 2 | -2 | -10
> COc1ccc(N=C2SC(C(=O)N3CCN(c4ccccc4)CC3)CC(=O)N2C)cc1 (stereo unspecified)
→ -1 | -82 | 0 | -0.4 | -77* | 5 | 32 | -1 | 3 | -21
> CCOC(=O)c1ccc(NC(=O)CSc2nnc(CC)o2)cc1
→ 1 | -11 | 0 | -0.1 | -4 | 2 | 18 | 0 | -2 | -10
> N#Cc1ccc(OCC(O)CN2CCN(CC(O)COc3ccc(C#N)cc3)CC2)cc1 (stereo unspecified)
→ -1 | -8 | -2 | 0.2 | -6 | -10 | -6 | -9 | -3 | 3
> CCC(C)[C@H](NS(=O)(=O)c1ccc(C)cc1)C(=O)N1CCC(C(=O)N[C@H](C(=O)O)c2ccccc2)CC1 (stereo partly specified)
→ -3 | 14 | -1 | -0.3 | 4 | 28 | 51 | -2 | -2 | -14
> CCOC(=O)CNC(=O)c1cnn2cccnc12
→ 1 | 19 | 4 | 0.4 | 2 | -2 | 12 | 2 | 1 | -26
> Cc1cccc(C)c1NC(=O)Nc1ccc(S(N)(=O)=O)cc1
→ 0 | 23 | -2 | -0.7 | 3 | 9 | 16 | -1 | 1 | -13
> Cc1ccc(-c2csc3nnc(SCC(=O)NCc4ccc5c(c4)OCO5)n23)cc1
→ 2 | 1 | 5 | -0.3 | 8 | 11 | 0 | -1 | -1 | -13
> COCOc1ccc(/C=C2/Oc3cc(OCOC)cc(OCOC)c3C2=O)c(OCOC)c1
→ -4 | 30 | x | 0.3 | 10 | -20 | -16 | 3 | x | x
> COc1cccc(-c2c(C(=O)N/N=C(\C)c3ccco3)nnn2-c2nonc2N)c1
→ 2 | 2 | 0 | 0.2 | -6 | -12 | 5 | -12 | -2 | -14
> CCOC(=O)/C=C/C(=O)Nc1cccc([N+](=O)[O-])c1
→ -1 | 21 | 6 | -0.7 | 11 | -7 | 29 | -2 | -5 | 1
> COc1ccc(S(=O)(=O)N2CCCCC2)cc1NC(=S)Nc1cccc(Cl)c1C
→ 0 | 8 | -3 | -20 | 4 | -9 | 20 | 1 | 3 | -32
> CCOC(=O)C1(Cc2ccccc2)CCCN(Cc2ccncc2)C1 (stereo unspecified)
→ -1 | -5 | 7 | 0.0 | 3 | -38 | 14 | 1 | -1 | -20
> COc1cccc(N2C(=O)c3ccncc3C2=O)c1
→ 6 | 10 | -1 | -0.1 | 5 | -3 | 4 | 4 | 1 | -2
> Nc1nc(-c2ccccc2)nn1C(=O)c1ccco1
→ 2 | -1 | -6 | -0.9 | 3 | -2 | 13 | 1 | -4 | -19
> O=C(CN1CCN(c2ccccc2F)CC1)Nc1ccccc1F
→ -2 | -3 | 2 | -0.3 | -6 | -1 | 6 | 1 | 2 | -38
> O=[N+]([O-])c1ccc2nc(-c3ccccc3)oc2c1
→ -4 | 62* | -1 | 5.1 | 24 | -224 | 9 | -1 | 2 | -19
> CC(=O)N1CCCC(C(=O)c2ccc(Oc3ccccc3)cc2)C1 (stereo unspecified)
→ -1 | 5 | -2 | 0.1 | -8 | -15 | 22 | -3 | 0 | -14
> O=C(CSC1=NS(=O)(=O)c2ccccc2N1)c1ccccc1
→ 0 | -3 | x | 0.5 | 0 | -19 | 41 | 1 | x | x
> COc1cccc(Cn2c(N)c(C#N)c3nc4ccccc4nc32)c1OC
→ 1 | 19 | 1 | -0.1 | 11 | u | -4 | -3 | 14 | 29
> COc1cc2c(cc1OC)C1Cc3ccc(OC)c(OC)c3CN1CC2 (stereo unspecified)
→ 0 | -3 | 7 | -0.1 | -13 | -29 | 1 | 2 | -2 | -15
> COc1ccc(/C=C2\SC(=S)N(CCC(=O)Nc3cccc(C(=O)O)c3)C2=O)cc1OC
→ 5 | 10 | 2 | -28 | -5 | 7 | 11 | 1 | -5 | -22
> COc1ccc2c(c1)CC[C@@H]1[C@@H]2CC[C@]2(C)C(=O)CC[C@@H]12
→ -3 | 4 | -3 | 0.3 | 10 | -14 | 18 | 2 | 3 | 1
> O=C(CCCN1C(=O)C2C3C=CC(C3)C2C1=O)N1CCN(c2ccccc2)CC1 (stereo unspecified)
→ -5 | -15 | 1 | -1.2 | -1 | 7 | 11 | 0 | 0 | -5
> CNC(=O)COC(=O)/C=C/c1nc2ccccc2s1
→ -1 | 18 | -2 | -0.7 | 7 | -20 | 5 | 4 | -1 | -43
> C=CCOc1ccc2cccc(/C=N/NC(=O)c3cc4cc([N+](=O)[O-])ccc4s3)c2c1
→ -1 | -2 | 3 | -1.4 | -2 | 28 | 8 | 3 | 1 | -20
> Cc1cc(C)n(-c2ncc3c(n2)N(C)CCOC3=O)n1
→ -2 | -3 | -1 | -0.8 | 5 | 2 | 12 | 1 | 0 | -26
> Clc1ccccc1N=C1NN=C(c2cccs2)CS1
→ x | 23 | 7 | 3.7 | -1 | -160 | 21 | 1 | -5 | -73
> CCOC(=O)Cn1nc(C)c(NC(=O)COc2cccc(Cl)c2)c1C
→ -3 | x | 10 | x | x | x | -7 | 4 | 2 | -8
> COc1ccc(CNC(=O)/C=C/c2ccc(S(=O)(=O)NCc3ccco3)cc2)cc1OC
→ -2 | -7 | -1 | 0.4 | 1 | -9 | 8 | 1 | 2 | -24
> Cc1cc(=O)oc2ccc(OCC(=O)NCc3ccco3)cc12
→ 5 | -4 | 13 | 0.2 | 2 | 1 | 20 | 3 | 4 | -5
> Cc1ccccc1-c1nc(CS(=O)CC(=O)NC2CC2)c(C)o1 (stereo unspecified)
→ 0 | 5 | -6 | 0.1 | -2 | -5 | 10 | 1 | -7 | -16
> COc1cccc(CNC(=O)CSc2nc3ccc(C)cc3[nH]2)c1
→ 0 | -5 | 3 | -0.2 | 1 | 19 | -5 | 2 | 5 | -6
> COc1ccc(/C(C)=N/NC(=O)c2nnn(-c3nonc3N)c2CN(C)c2ccccc2)cc1
→ -2 | -13 | 1 | -0.7 | -2 | 1 | 12 | 2 | -1 | 5
> O=C(NC1CCCC1)c1nc2c(nnn2Cc2cccc(Cl)c2)c(=O)[nH]1
→ x | 15 | 2 | -0.1 | 0 | -25 | 28 | 4 | 3 | 4
> O=C(c1cccs1)c1coc2ccc(O)c(CN3CCOCC3)c12
→ 25 | x | -5 | -0.3 | x | 5 | 18 | -13 | -1 | -18
> O=S(=O)(c1ccc(Oc2ccc(F)c(Cl)c2)nc1)N1CCOCC1
→ -1 | -23 | x | -0.1 | 2 | -8 | -31 | -1 | x | x
> CC(C)Cc1cc(C(=O)Nc2cc(Cl)ccc2Cl)no1
→ -1 | 29 | 0 | 0.7 | 18 | -46 | 6 | -2 | 3 | -12
> CC(C)(CNC(=O)/C=C/c1ccc(F)cc1)CNC(=O)/C=C/c1ccc(F)cc1
→ 5 | 76* | 7 | 0.8 | 61 | -16 | 10 | 8 | 1 | -32
> CCCCn1c(NC(=O)c2ccco2)c(S(=O)(=O)c2ccc(C)cc2)c2nc3ccccc3nc21
→ x | 137* | 0 | 0.0 | 58 | -7 | -8 | -4 | 7 | -14
> CCOc1ccc2nc(N3C(=O)CNC3=S)sc2c1
→ -5 | 62* | 2 | -0.5 | 27 | -6 | 2 | -1 | -1 | -127
> CC(=O)c1cccc(NC(=O)C2CCCN(S(=O)(=O)c3ccc(F)cc3)C2)c1 (stereo unspecified)
→ 18 | 0 | 3 | -0.1 | -8 | 7 | 12 | 0 | 3 | 9
> CC1=NCCN1S(=O)(=O)c1cccc([N+](=O)[O-])c1
→ -1 | 3 | 0 | -0.3 | -4 | 6 | 6 | -1 | -2 | -31
> CCOc1ccccc1NC(=O)Cn1nnc(C(=O)NCCc2ccc(OC)c(OC)c2)c1N
→ -3 | -5 | -4 | -0.2 | 1 | -61 | 32 | -2 | -3 | -24

(further entries)
Values run as follows: GSK3 alpha inh | HSF-1 act | IEC-6 tox | HIF activator | HSF1 inhib | aSyn 5UTR inh | AI-2 QS mod | GSK3beta inhib | HSP90 inh | KLF5 inhibitor
> CC(C)(C)OC(=O)N1Cc2ccccc2C[C@H]1C(=O)NCC(=O)NCC1CCCO1 (stereo partly specified)
→ -1 | -5 | 4 | -0.2 | -7 | -15 | 4 | 2 | -2 | -13
> O=C(CCNS(=O)(=O)c1cccc2nsnc12)NCc1cccs1
→ x | -83 | -2 | 0.5 | -80* | 8 | -24 | 3 | 11 | -4
> Cc1cccc(C(CC(=O)O)n2cccc2)c1 (stereo unspecified)
→ -4 | 35 | 12 | 2.0 | 3 | 7 | -4 | 3 | 4 | -13
> CCOC(=O)c1c(C)[nH]c(C)c1S(=O)(=O)NCC1CCN(Cc2ccccc2F)CC1
→ x | -3 | 1 | x | 11 | 16 | 13 | -1 | -2 | -26
> O=C(Nc1cccc(C(=O)N2CCN(Cc3ccccc3)CC2)c1)c1ccccc1
→ 0 | 10 | 4 | -0.3 | -4 | -6 | 34 | -2 | 1 | -1
> Cc1ccsc1C(=O)NCC(=O)OCc1ccccc1
→ 0 | 16 | -2 | 0.4 | 11 | -12 | -48 | 1 | -2 | -28
> Cc1cc(NCCCOC(C)C)n2c(nc3ccccc32)c1C#N
→ -3 | 7 | -2 | -2.9 | -2 | 1 | 42 | -3 | -4 | -13
> CCN(C(=O)CN1C(=O)NC(c2ccccc2)(c2ccccc2)C1=O)c1ccccc1
→ -1 | -2 | 1 | -0.2 | 3 | 12 | 20 | 2 | 8 | -5
> Cc1cc(C)c2c(=O)[nH]c(SCC(=O)Nc3ccc(Br)cc3)nc2n1
→ 1 | 14 | 0 | 1.0 | 6 | -36 | 43 | 4 | -3 | 6
